TRPC6 inhibitor: inhibitors of mouse TRPC6 channel. Q61143. HEK293-TRPC6, membrane potential dye, ACh-evoked depolarization; stronger effect = lower value. B-score at 10 µM. 310,000 tested, 1.1% active;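 active means B-score under library mean minus 3 SD, initial fluorescence not abnormally high, positive integrated signal ratio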;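 further: B-score derived from integrated fluorescence ratio over the kinetic read; more negative B-score means stronger inhibition of depolarization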
RGS4 inh: human RGS4 inhibition. P49798. HEK293 M3R/RGS4 inducible, Fluo-4 calcium flux; stronger effect = higher value; triggered by carbachol at its EC20. 310,000 tested, 0.45% active. B-score at 10 µM. AID 463165;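 active means B-score, a plate-corrected calcium signal, over three deviations above library mean, with baseline fluorescence within five deviations of library mean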;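 further: RGS4 expression induced by doxycycline in cells with stable M3 receptor; B-score is computed from the integrated fluorescence ratio over baseline after carbachol; higher B-score means a larger calcium signal and so more RGS4 inhibition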
Target sequence (P49798 whole entry, looked up): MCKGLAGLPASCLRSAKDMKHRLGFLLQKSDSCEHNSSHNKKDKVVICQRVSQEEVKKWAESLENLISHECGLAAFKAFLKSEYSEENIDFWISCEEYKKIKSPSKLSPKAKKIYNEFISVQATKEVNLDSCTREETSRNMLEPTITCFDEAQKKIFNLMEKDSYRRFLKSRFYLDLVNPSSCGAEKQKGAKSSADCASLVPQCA
SKKanGAS inh: blocks kanamycin growth of S. pyogenes SKKanGAS strain | 300,000 tested, 1.3% active | inhibition, % at 7.5 µM | BacTiter-Glo, 6 h;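 active means mean replicate score, as percent of positive control median, at least 50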;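 further: strain carries kanamycin resistance gene driven by streptokinase promoter and grows in 40 µg/ml kanamycin; loss of luminescence reflects streptokinase promoter inhibition or plain growth inhibition; 0% = median of DMSO wells and 100% = positive control at its reference dose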
TRPC6 act: activators of mouse TRPC6 channel; 310,000 tested, 0.13% active; B-score at 10 µM; Q61143; HEK293-TRPC6 membrane potential dye fluorescence; stronger effect = higher value; AID 2550;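 active means B-score of the integrated fluorescence ratio above library mean plus 3 SD, and starting fluorescence ratio within library mean plus 5 SD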;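 further: higher score means more depolarization so channel activation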
RGS4 pot: RGS4 potentiation or activation. B-score at 10 µM. 310,000 tested, 0.92% active. HEK293 M3R/inducible RGS4, carbachol calcium flux Fluo4; stronger effect = lower value. AID 463111;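 active means B-score of the integrated calcium signal more than 4 SD below the library mean, with starting fluorescence not abnormally high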;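 further: negative B-score means reduced calcium response which marks RGS4 activation or potentiation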
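Assay system: HEK293 FlpIn-TREx cells, stable M3R, doxycycline-inducible RGS4 / Probe or stimulus: carbachol, ECmax concentration / Times: overnight RGS4 induction, 30 min dye load 37 °C, 20 min compound RT / Signal: kinetic calcium fluorescence imaging with Fluo4-AM dye, 2 µM / Measure: Agonist-evoked peak-minus-minimum fluorescence over baseline, integrated ratio, B score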
MrgX1 allo act: allosterically activates human MrgX1 receptor signaling; Q96LB2; 310,000 tested, 0.63% active; B-score at 10 µM; MrgX1-HEK293, Fluo-4 calcium flux, FDSS; stronger effect = higher value;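 active means plate-corrected calcium response at least 3 library SD above typical, normal starting fluorescence, not activating the receptor alone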;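 further: compound read alongside a low EC10 to EC30 dose of BAM8-22 agonist; peak minus trough fluorescence over baseline measured at the second addition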
Target sequence (Q96LB2 whole entry, looked up): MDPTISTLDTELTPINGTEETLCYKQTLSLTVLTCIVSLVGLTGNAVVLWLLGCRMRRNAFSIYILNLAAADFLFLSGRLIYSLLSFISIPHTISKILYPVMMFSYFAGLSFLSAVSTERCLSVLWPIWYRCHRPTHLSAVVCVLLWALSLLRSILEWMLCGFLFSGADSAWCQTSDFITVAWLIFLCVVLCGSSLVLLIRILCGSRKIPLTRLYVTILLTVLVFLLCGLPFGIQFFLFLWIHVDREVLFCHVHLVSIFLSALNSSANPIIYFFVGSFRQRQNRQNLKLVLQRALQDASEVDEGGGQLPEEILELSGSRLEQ
MrgX1 antagonist: blocks BAM8-22 activation of human MrgX1 receptor; AID 588676; MRGX1-HEK293 calcium flux, Fluo-4, BAM8-22 antagonism; stronger effect = lower value; B-score at 10 µM; 310,000 tested, 1.3% active;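 active means calcium-response B-score plate-corrected more than 3 library SD below zero, starting fluorescence within 5 deviations, no agonist response on first addition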;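 further: peak minus trough fluorescence over baseline after final BAM8-22 challenge near maximal dose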
TRPC4 inh: TRPC4 (mouse) channel inhibition | B-score at 10 µM | HEK293 TRPC4beta/mu-opioid, DAMGO-evoked Fluo4 calcium flux; stronger effect = lower value | AID 2247 | 300,000 tested, 0.39% active;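 active means B-score over 3 SD under the library average, no early fluorescence shift, positive overall ratio signal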
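System: stable TRPC4beta/mu-opioid receptor HEK293 cells; Dosing: single-point compound dosing; Measured by: Fluo4 Ca2+ flux fluorescence; Read-out basis: per-well B score of integrated baseline-normalized Fluo4 ratio.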
HIF act: HIF pathway transcriptional activation; AID 1910; activation, % at 7.5 µM (by protocol); 300,000 tested, 0.32% active; U2OS HRE-luciferase reporter, luminescence; normalized: DMSO 0%, desferrioxamine 100%;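 active means mean activation of at least 10% of the iron chelator positive control signal, with at least half of replicates also reaching 10%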
MrgX1 ag: human MrgX1 receptor agonism, primary screen | Q96LB2 | MrgX1-HEK293 cells, Fluo-4 calcium fluorescence, agonist mode; stronger effect = higher value | B-score at 10 µM | 310,000 tested, 0.44% active | AID 588627;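 active means calcium response B-score plate-corrected fluorescence ratio at least 3 library SD, with starting fluorescence B-score inside 5 SD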
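Assay system: stable human MrgX1 HEK293 cell line. Quantity: 15,000 cells per well. Schedule: cells plated overnight, dye loaded 0.5 h 37 °C, 0.5 h room temperature. Detection: Fluo-4 NW calcium-flux fluorescence, kinetic read. Read-out basis: peak-minus-minimum fluorescence over baseline, converted to B scores. Control set: positive and negative control wells on each plate.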
Platelet DG rel: modulates dense granule release in human platelets. AID 1663. inhibition, %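 (compounds screened at 7.5 µM in platelet-rich plasma)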. 300,000 tested, 0.22% active. human platelet-rich plasma, SFLLRN dense granule ATP release, luminescence;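 active means mean replicate score, as percent of positive control, at or above 50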
Starred values were filed as active, the others as inactive; i = inactive; x = not tested or not shown; & = joins results of further samples. No enrichment for hits (roughly 6.1% active in at least one column).

SMILES | TRPC6 inhibitor | RGS4 inh | SKKanGAS inh | TRPC6 act | RGS4 pot | MrgX1 allo act | MrgX1 antagonist | TRPC4 inh | HIF act | MrgX1 ag | Platelet DG rel
CCCCNC(=S)N(CCN(CC)CC)Cc1cc2cc3c(cc2[nH]c1=O)OCO3 | i | i | -13 | i | i | i | i | i | 0.1 | i | 0
COc1ccc(C(=O)Nc2cccc(C(=O)N3CCCCC3)c2)cc1 | i | i | -1 | i | i | i | i | i | 0.3 | i | -11
CSc1sc(C)cc1C1C(C#N)=C(N)N(c2cccnc2)C2=C1C(=O)CCC2 (centres undefined) | i | i | 6 | i | i | i | i | i | -0.1 | i | -7
C=CCNc1ncnc2sc(SC)nc12 | i | i | -8 | i | i | i | i | i | -3.1 | i | -1
CCOC(=O)c1cc2c(s1)-c1ccccc1CC2 | i | i | 12 | i | i | i | i | i | 3.2 | i | 0
CCC(=O)Nc1nc2nc(-c3ccccc3)cc(=O)n2[nH]1 | i | i | -2 | i | i | i | i | i | -0.2 | i | 10
Cc1nn(Cc2ccccc2)c(C)c1NC(=O)Cn1nc([N+](=O)[O-])c(Cl)c1C | i | i | -2 | i | i | i | i | i | -0.2 | i | 7
O=C(NCc1ccccc1Cl)c1ccc2ccccc2n1 | i | i | 16 | i | i | i | i | i | 2.2 | i | 3
CCCc1nnc(SCC(=O)Nc2cc(C)on2)n1CCOC | i | i | 8 | i | i | i | i | i | 0.0 | i | -4
COc1ccccc1/C=N/NC(=O)c1ccccc1Cl | i | i | 1 | i | i | i | i | i | 0.6 | i | 0
CSc1ccccc1OCc1cc(C(=O)N2CCCC2c2nonc2C)no1 (centres undefined) | i | i | -2 | i | i | i | i | i | 4.8 | i | 2
COc1cc(NC(=S)Nc2ccccn2)cc(OC)c1OC | i | i | -11 | i | i | i | i | i | 0.3 | i | 3

Another view of part of the listing above:
structure	TRPC6 inhibitor	RGS4 inh	SKKanGAS inh	TRPC6 act	RGS4 pot	MrgX1 allo act	MrgX1 antagonist	TRPC4 inh	HIF act	MrgX1 ag	Platelet DG rel
COc1cc(NC(=S)Nc2ccccn2)cc(OC)c1OC	i	i	-11	i	i	i	i	i	0.3	i	3
CSc1ccccc1OCc1cc(C(=O)N2CCCC2c2nonc2C)no1 (centres undefined)	i	i	-2	i	i	i	i	i	4.8	i	2

Remaining list, next part.
SMILES | TRPC6 inhibitor | RGS4 inh | SKKanGAS inh | TRPC6 act | RGS4 pot | MrgX1 allo act | MrgX1 antagonist | TRPC4 inh | HIF act | MrgX1 ag | Platelet DG rel
Cc1cccc(NC(=S)N(CCN(C)C)Cc2cc3cccc(C)c3[nH]c2=O)c1 | i | i | 7 | i | i | i | i | i | -0.1 | i | -4
CC(C)NC(=O)CN(Cc1ccc(F)cc1)C(=O)CCC(=O)Nc1ccccn1 | i | i | 0 | i | i | i | i | i | 0.0 | i | -21
O=S1(=O)N=C(N/N=C/C=C/c2ccccc2)c2ccccc21 | i | i | -5 | i | i | i | i | i | -0.4 | i | -4
O=C(O)Cc1ccc(N=Nc2c(O)c(C(=O)O)cc3ccccc23)cc1 | i | i | 7 | i | i | i | i | i | 2.9 | i | 1
COc1ccc(C2=NN(c3ccc(C=O)cc3)C(c3ccccc3)C2)cc1 (centres undefined) | i | i | 0 | i | i | i | i | i | 1.2 | i | 0
COc1ccc(OCCN(C)Cc2ccccc2)cc1 | i | i | -1 | i | i | i | i | i | 0.7 | i | -2
O=C(COc1ccc(S(=O)(=O)N2CCOCC2)cc1)Nc1cccc([N+](=O)[O-])c1 | i | i | 1 | i | i | i | i | i | -0.7 | i | -3
COc1cc(OC)c(NC(=O)CS(=O)(=O)Cc2nc(-c3ccc(C)cc3)oc2C)cc1Cl | i | i | 7 | i | i | i | i | i | -0.1 | i | 4
O=C(CC(NCCc1ccccc1)C(=O)O)Nc1ccc(O)cc1 (centres undefined) | i | i | 4 | i | i | i | i | i | -0.1 | i | 3
O=c1c2ccccc2ncn1-c1ccc(Cl)cc1 | i | i | 7&-1 | i | i | i | i | i | 1.5&1.3 | i | 4&5
Cc1cccc(OCC(=O)NCCCNC(=O)c2ccncc2)c1 | i | i | -8 | i | i | i | i | i | 0.3 | i | -7
COc1ccc(N2CCN(C(=O)CCC(=O)N3CCOc4ccc(C)cc43)CC2)cc1 | i | i | -6 | i | i | i | i | i | 0.1 | i | -2
CC1CN(CC(O)COC(c2ccccc2)c2ccccc2)CC(C)O1 (centres undefined) | i | i | 6 | i | i | i | i | i | 0.2 | i | -4
O=C(NCC1CCCO1)C1CCCN1C(=O)Nc1ccc(Cl)c(Cl)c1 (centres undefined) | i | i | -1 | i | i | i | i | i | -0.2 | i | -2
CCc1ccc2[nH]c3nc(N/N=C/c4ccc(O)cc4O)nnc3c2c1 | i | i | 2 | i | i | i | i | i | 1.4 | i | 8
COc1ccc(/C=C/C(=O)c2ccc(C(=O)/C=C/c3ccc(OC)c(OC)c3)cc2)cc1OC | i | i | 25 | i | i | x | x | i | 3.2 | x | -8
O=C(Nc1nccs1)c1ccc(CSc2ccccc2)o1 | i | i | 8 | i | i | i | i | i | 3.2 | i | 6
O=C1c2ccccc2C(=O)N1CCN1CCOCC1 | i | i | 0 | i | i | i | i | i | -0.6 | i | 1
NC(=O)CC(NC(=O)Cc1ccc(Br)cc1)c1ccc(N2CCN(c3ccccc3)CC2)c([N+](=O)[O-])c1 (centres undefined) | i | i | 22 | i | i | i | i | i | -1.5 | i | -6
CCCCC(=O)Nc1ccc(C(=O)N2CCC(C(=O)OCC)CC2)cc1 | i | i | 9 | i | i | i | i | i | -0.2 | i | 5
O=C(NC(=S)Nc1ccc(S(=O)(=O)Nc2nccs2)cc1)C1CC1 | i | i | 7 | i | i | i | i | i | -0.3 | i | 9
Cc1c(Cl)cccc1NC(=S)N(Cc1cccnc1)Cc1ccccc1Cl | i | i | 11 | i | i | i | i | i | 0.0 | i | 5
CC(C)(C)NC(=O)/C(=C\c1ccccc1F)NC(=O)c1ccc([N+](=O)[O-])cc1 | i | i | 9 | i | i | i | i | i | -0.2 | i | 1
C/C(=N\NC(=O)C1CCCC1)c1ccc(Cl)cc1 | i | i | x | i | i | i | i | i | x | i | x
Cn1c(Cc2nc3ccccc3n2C)nc2ccccc21 | i | i | -3 | i | i | i | i | i | 0.4 | i | 2
O=C(CSCc1ccc(Cl)cc1)NN=C1CCCCCC1 | i | i | 2 | i | i | i | i | i | -0.1 | i | 6
COc1ccc(-c2csc3nc(C)n(-n4cccc4)c(=O)c23)cc1OC | i | i | 2 | i | i | i | i | i | 0.4 | i | 23
O=C(Nc1ccon1)c1cnc2sccn2c1=O | i | i | -5 | i | i | i | i | i | 1.3 | i | -1
CC1CC(C)(C)NC(C)c2ccccc21 (centres undefined) | i | i | 1 | i | i | i | i | i | -0.5 | i | -3
O=C(Nc1nccc(-c2cccs2)n1)c1cccs1 | i | i | -2 | i | i | i | i | i | 3.6 | i | -8
COc1ccc(-c2cc(C(=O)O)sc2C)cc1 | i | i | 3 | i | i | i | i | i | -0.6 | i | 3
CNC(=O)N(O)C1N(/N=C/c2ccc(SC)cc2)C(=S)SC1(C)C (centres undefined) | i | i | 5 | i | i | i | i | i | 1.3 | i | 2
CC1CCN(c2ccc3nnc(CCC(=O)Nc4ccc(F)c(F)c4)n3n2)CC1 | i | i | -5 | i | i | i | i | i | -0.4 | i | 6
CCN(Cc1cc(=O)[nH]c2ccccc12)C(=O)C(C)C | i | i | 0 | i | i | i | i | i | 0.0 | i | 0
CCOc1ccccc1N(CC(=O)NC(C)(C)C)C(=O)CCC(=O)Nc1nccs1 | i | i | -5 | i | i | i | i | i | -0.5 | i | -2
COc1ccc(NC(=O)CCNS(=O)(=O)c2ccc(C)c(C)c2)cc1OC | i | i | 1 | i | i | i | i | i | 0.3 | i | -4
O=C(Nc1nnc(Cc2ccc(Cl)cc2)s1)C1CCCO1 (centres undefined) | i | i | -6 | i | i | i | i | i | 1.0 | i | 0
COc1ccc(N(CC(=O)N/N=C/c2cccnc2)S(=O)(=O)c2ccc(C)cc2)cc1OC | i | i | 0 | i | i | i | i | i | -0.2 | i | -8
COc1cc(/C=C(\C#N)C(=O)NCC2CCCO2)ccc1OCC(N)=O (centres undefined) | i | i | 4 | i | i | i | i | i | 0.5 | i | -3
CCN(CC)CCOC(=O)c1cccc(OC)c1 | i | i | -10 | i | i | i | i | i | -0.8 | i | 13
CCN(CC)c1ccc(S(=O)(=O)N2CCCCC2)cc1NC(=O)C1CCC1 | -5.5* | i | -7 | 12* | i | i | i | i | -0.6 | i | 10
COc1ccccc1CC(=O)Nc1ccc(S(=O)(=O)N2CCOCC2)cc1 | i | i | 3 | i | i | i | i | i | -0.6 | i | 1
COC(=O)CSc1ccc2nnc(CCNS(=O)(=O)c3ccccc3)n2n1 | i | i | -13 | i | i | i | i | i | 0.4 | i | 2
COc1cc(C(=O)Nc2cc(C)c(OCC(=O)N3CCOCC3)c(C)c2)cc(OC)c1OC | i | i | -3 | i | i | i | i | i | 0.1 | i | 2
COc1ccc(CNC(=O)CSc2nnc3c(n2)[nH]c2ccccc23)cc1 | i | i | 20 | i | i | i | i | i | -0.2 | i | -1
Cc1ccc(OCC(=O)Nc2ccc(S(=O)(=O)Nc3ccccn3)cc2)cc1C | i | i | -4 | i | i | i | i | i | 0.1 | i | -4
CCOc1ccc(NCc2nnc(SCC(=O)Nc3nc(-c4ccccc4)cs3)n2-c2ccccc2)cc1 | i | i | -4 | i | i | i | i | i | -1.6 | i | 19
O=C(c1ccc2c(c1)OCO2)N1CCN(c2ccccn2)CC1 | i | i | -1 | i | i | i | i | i | -0.1 | i | 4
O=C(NCc1ccccn1)Nc1ccc(Br)cc1Cl | i | i | 5 | i | i | i | i | i | 2.8 | i | -7
NS(=O)(=O)c1ccc(NC(=O)CSC2=NC(=O)C(c3ccccc3)C(=O)N2)cc1 (centres undefined) | i | i | -6 | i | i | i | i | i | 0.6 | i | -5

Screening data: PubChem, several laboratories
